# MsrA inhibitor: bovine MsrA inhibition; purified bovine MsrA, absorbance read-out; inhibition, % at 15.5 µM; 360,000 tested, 0.75% active; AID 651718; in the data active = inhibition above about 4.5%;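 note: 0% = vehicle wells with enzyme and 100% = reference inhibitor wells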
# bovine MsrA act: activators of bovine methionine sulfoxide reductase A; purified bovine MsrA, absorbance read-out; activation, % at 10.6 µM; 360,000 tested, 0.3% active; in the data active = activation above about 7.5%;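 note: 0% = vehicle and 100% = reference activator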
# Rin1-Abl PPI inh: human Rin1-Abl interaction inhibition. P00519+Q13671. TR-FRET Rin1/Abl binding, biochemical. inhibition, % at 7.35 µM. 360,000 tested, 0.4% active. AID 588664; in the data active = inhibition above about 5%, passing the limit was not always enough
# Target sequence (P00519 whole entry, looked up): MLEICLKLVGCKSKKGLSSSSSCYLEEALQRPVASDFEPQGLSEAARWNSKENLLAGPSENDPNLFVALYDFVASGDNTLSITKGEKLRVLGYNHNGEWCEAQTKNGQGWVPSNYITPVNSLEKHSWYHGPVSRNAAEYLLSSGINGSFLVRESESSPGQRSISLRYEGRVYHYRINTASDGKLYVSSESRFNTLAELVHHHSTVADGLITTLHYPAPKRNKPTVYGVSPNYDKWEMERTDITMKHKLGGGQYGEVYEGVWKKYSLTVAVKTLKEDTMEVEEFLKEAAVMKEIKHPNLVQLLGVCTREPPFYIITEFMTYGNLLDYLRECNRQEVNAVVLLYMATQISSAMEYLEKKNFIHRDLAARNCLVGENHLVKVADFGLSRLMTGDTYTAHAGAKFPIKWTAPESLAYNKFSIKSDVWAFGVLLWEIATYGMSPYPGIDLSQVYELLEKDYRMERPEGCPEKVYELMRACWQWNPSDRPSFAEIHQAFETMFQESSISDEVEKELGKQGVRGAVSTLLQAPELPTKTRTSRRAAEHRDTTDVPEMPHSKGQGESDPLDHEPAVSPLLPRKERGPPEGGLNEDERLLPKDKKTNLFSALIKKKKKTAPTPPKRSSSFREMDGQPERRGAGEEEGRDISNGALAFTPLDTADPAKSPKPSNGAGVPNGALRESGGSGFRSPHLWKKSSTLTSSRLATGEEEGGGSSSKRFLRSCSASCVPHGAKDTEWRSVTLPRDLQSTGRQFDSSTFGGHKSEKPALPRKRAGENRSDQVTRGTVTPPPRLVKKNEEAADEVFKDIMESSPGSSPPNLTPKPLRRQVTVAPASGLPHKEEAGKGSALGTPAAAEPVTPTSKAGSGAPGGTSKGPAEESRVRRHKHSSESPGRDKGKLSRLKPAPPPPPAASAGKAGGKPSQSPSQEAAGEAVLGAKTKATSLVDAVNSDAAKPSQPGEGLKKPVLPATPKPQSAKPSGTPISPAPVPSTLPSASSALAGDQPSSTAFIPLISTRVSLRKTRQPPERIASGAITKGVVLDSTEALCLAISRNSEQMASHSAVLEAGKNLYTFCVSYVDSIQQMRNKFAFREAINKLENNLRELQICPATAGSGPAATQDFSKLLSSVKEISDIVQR
# Target sequence (Q13671 whole entry, looked up): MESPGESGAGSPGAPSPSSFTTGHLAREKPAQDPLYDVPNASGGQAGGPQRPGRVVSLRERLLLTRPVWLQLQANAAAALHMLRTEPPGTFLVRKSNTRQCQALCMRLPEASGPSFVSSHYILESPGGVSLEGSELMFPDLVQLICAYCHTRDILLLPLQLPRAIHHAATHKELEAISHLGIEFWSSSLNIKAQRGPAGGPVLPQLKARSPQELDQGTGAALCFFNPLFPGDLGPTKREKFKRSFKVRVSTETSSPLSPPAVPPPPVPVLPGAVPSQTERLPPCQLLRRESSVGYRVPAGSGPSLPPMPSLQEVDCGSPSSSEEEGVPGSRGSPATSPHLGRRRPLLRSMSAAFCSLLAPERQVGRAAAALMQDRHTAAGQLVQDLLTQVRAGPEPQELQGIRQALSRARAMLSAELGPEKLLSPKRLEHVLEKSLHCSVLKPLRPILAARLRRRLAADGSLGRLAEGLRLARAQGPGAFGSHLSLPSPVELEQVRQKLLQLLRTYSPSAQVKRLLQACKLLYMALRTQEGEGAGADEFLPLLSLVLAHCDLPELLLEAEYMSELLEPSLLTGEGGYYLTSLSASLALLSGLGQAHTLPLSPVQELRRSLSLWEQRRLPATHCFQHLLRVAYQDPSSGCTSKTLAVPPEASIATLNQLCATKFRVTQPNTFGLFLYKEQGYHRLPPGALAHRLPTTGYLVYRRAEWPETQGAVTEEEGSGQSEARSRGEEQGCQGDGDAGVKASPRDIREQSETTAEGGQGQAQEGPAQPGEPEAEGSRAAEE
# Neddylation inh: inhibitors of human cullin neddylation; P61081+Q13564; TR-FRET cullin neddylation, biochemical; calls only at 25 µM; 360,000 tested, 0.58% active; in the data active = inhibition above about 36%
# FAS TE block: inhibitors of human fatty acid synthase thioesterase domain. P49327. recombinant FAS-TE, OMFH fluorogenic substrate, fluorescence endpoint. inhibition, % at 15 µM. 360,000 tested, 0.67% active. AID 602261;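 active = compounds whose normalised, plate-corrected inhibition of enzyme fluorescence in the single-dose primary screen is 50% or more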;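 note: 0% = DMSO with enzyme and 100% = substrate without enzyme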
# eLon inh: E. coli protease La inhibition; P0A9M0; purified E. coli Lon protease, fluorescence polarization; inhibition, % at 7.94 µM; 360,000 tested, 0.42% active; AID 602123; in the data active = inhibition above about 13%, passing the limit was not always enough;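 note: 0% = enzyme with probe and DMSO and 100% = no enzyme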
# NRP1-CendR mod: modulators of CendR peptide binding to human neuropilin-1 | O14786 | FAM-RPARPAR peptide binding to NRP-1, fluorescence polarization | inhibition, % at 25 µM | 360,000 tested, 0.85% active | AID 602438;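 active = inhibition or corrected inhibition above about 18%, plus a signal ratio from 0.5 to 1.5, limit read from the data, passing the limit was not always enough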; note: strong numbers were not always called active
# SKN-1 block: blocks SKN-1 activity in C. elegans; inhibition, % at 21.8 µM; C. elegans VP596 Pgst-4::GFP/RFP ratio, acrylamide-induced, 24 h; 360,000 tested, 0.49% active;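 active = interference check ratio from 0.5 to 1.5 plus GFP to RFP signal ratio inhibition reaching or exceeding a fixed threshold, cut at about 30% in these data, passing the limit was not always enough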; note: some compounds called inactive have numbers as strong as hits
# MT1-MMP act inh: blocks activation of human MT1-MMP. HT1080 RFP-PRO-GFP cells, GFP/RFP ratio fluorescence, overnight; percent of plate control window, DMSO zero. 360,000 tested, 0.061% active. AID 651647. GFP/RFP ratio change, % at 20 µM;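 active = GFP/RFP ratio change of at least 30% with cell ATP level not reduced by more than half and red fluorescence within 50% of control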; note: strong numbers were not always called active
#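 Material – HT1080 RFP-PRO-GFP cells · Control set – DMSO wells and RFP-L50D-GFP cells · Incubation – overnight cell settling, then overnight compound exposure, 37 °C, 5% CO2 · Compound dosing – single-point 20 µM compound, 1% DMSO · Read-out – GFP/RFP fluorescence ratio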
# The depositor's hits bear a star; i = inactive; x = no result given; + = active, no number.
Compound	MsrA inhibitor	bovine MsrA act	Rin1-Abl PPI inh	Neddylation inh	FAS TE block	eLon inh	NRP1-CendR mod	SKN-1 block	MT1-MMP act inh
Clc1ccc(SCc2cc(-c3ccccc3)no2)cc1	0.2	-6	0	i	11	0	15	28	2
CN(C)S(=O)(=O)c1ccc(C(=O)NNC(=O)C23CC4CC(CC(C4)C2)C3)cc1	-0.5	-3	-2	i	-6	-8	-16	4	-1
Cc1ccc(NC(=O)N2C(=O)C3(OCCO3)c3ccccc32)cc1	0.9	-3	-3	i	-8	-4	0	-15	4
COc1cc(C)ccc1OCCOCCN(C)Cc1ccccc1	0.0	-10	0	i	-9	-3	-8	-2	-1
Cc1c(OCC(=O)N2CCC(C(N)=O)CC2)ccc2c3c(c(=O)oc12)CCCC3	0.4	-2	2	x	-3	-1	9	-7	-2
COCCn1c(SCC(=O)Nc2cc(C)on2)nc2ccccc21	0.0	-3	0	i	-2	-5	-6	18	-2
O=C(O)c1ccc(N2C(=O)/C(=C\c3ccccc3)N=C2c2ccccc2)cc1	1.1	-5	-2	i	-4	-3	-6	-6	1
COc1ccc(CN2CCNC(=O)C2CC(=O)NCc2cnn(C)c2)cc1OC (centres undefined)	-1.2	-2	-1	i	-12	-1	0	21	3
Cc1ccccc1NC(=O)COC(=O)c1ccc2c(c1)OCCO2	-0.1	-1	3	i	-3	4	-5	10	-1
CC(C)C(C)NC(=O)COc1ccc(-c2ccccc2)cc1 (centres undefined)	-0.5	0	-4	i	7	4	19	6	-14
Cc1nc(SCC(=O)NCC2CCCO2)c2c3c(sc2n1)CCC3 (centres undefined)	1.2	2	-6	i	-3	-9	10	-18	0
CCN1C(=O)[C@H]2[C@@H](c3ccc(Cl)cc3)N3C(=O)CN(CC4CC4)C(=O)[C@@]3(C)[C@H]2C1=O	2.5	3	2	i	-7	-5	10	3	-2
COc1ccccc1N1CCN(S(=O)(=O)CCNC(=O)C2CC(=O)N(c3ccccc3)C2)CC1 (centres undefined)	0.6	0	-3	i	-2	3	7	-2	3
COc1ccc(C(=O)NC(=S)NCc2ccccc2)cc1OC	-1.2	-1	3	i	13	-7	9	10	-2
O=C(c1cccc(S(=O)(=O)N2CCN(c3ccccc3)CC2)c1)N1CCCC(C(F)(F)F)C1 (centres undefined)	-0.4	-3	2	i	21	-1	-10	2	-7
Cc1cccc(-c2nnc(SCCC(=O)N3CCOCC3)o2)c1	-0.3	-5	2	i	-8	-1	-2	8	-2
COC(=O)C[C@@H]1C=C[C@H](NS(=O)(=O)c2cccc(F)c2)[C@@H](CO)O1	-0.6	x	x	i	x	x	17	-6	2
Cc1nc2ccccc2c2c1C(=O)N(C1CCCCCCC1)C2=O	-0.2	-13	-2	i	-2	-8	-11	-22	-2
C=CCc1cc(Cl)ccc1OCCN(C)C	0.8	-10	-2	i	-5	-2	4	1	2
CC1=NNC(=O)C1Cc1ccc(F)cc1 (centres undefined)	0.9	-4	4	i	-2	11	-8	-14	2

# Another view of part of the listing above:
# Every second line gives: MsrA inhibitor, bovine MsrA act, Rin1-Abl PPI inh, Neddylation inh, FAS TE block, eLon inh, NRP1-CendR mod, SKN-1 block, MT1-MMP act inh
> Clc1ccc(SCc2cc(-c3ccccc3)no2)cc1
 : 0.2, -6, 0, i, 11, 0, 15, 28, 2
> Cc1cccc(-c2nnc(SCCC(=O)N3CCOCC3)o2)c1
 : -0.3, -5, 2, i, -8, -1, -2, 8, -2
> Cc1nc(SCC(=O)NCC2CCCO2)c2c3c(sc2n1)CCC3 (centres undefined)
 : 1.2, 2, -6, i, -3, -9, 10, -18, 0

# (listing goes on)
Compound	MsrA inhibitor	bovine MsrA act	Rin1-Abl PPI inh	Neddylation inh	FAS TE block	eLon inh	NRP1-CendR mod	SKN-1 block	MT1-MMP act inh
CCCN1C2CCCC1CC(NC(=S)Nc1ccc(OC)cc1)C2 (centres undefined)	0.3	1	3	i	-4	2	6	3	0
CCc1nc2ccc(C(=O)N(C)CCCN(C)C)cn2c1N(C=O)CCC(C)C	0.3	5	0	i	-9	-6	-2	20	-1
CC(CC(=O)Nc1nnc(C(C)(C)C)s1)c1ccccc1 (centres undefined)	0.1	-10	0	i	-2	5	-3	2	6
CN1CC=C2C(C#N)=C(N)C(C#N)(C#N)[C@H](c3ccoc3)[C@H]2C1	x	-6	-1	i	-56	130*	89	3	-100
CCOC(=O)N1CCC(=NNc2nc(C)cc(=O)[nH]2)CC1	0.9	-1	-1	i	-4	0	-24	-4	3
CCOC(=O)c1c(NC(=O)CC2SC(N)=NC2=O)sc2c1CCC(C)C2 (centres undefined)	-0.2	-3	-1	i	6	-7	-2	12	-3
Cc1ccc(CSc2nc(N)cc(N)n2)cc1	-0.8	-4	3	i	0	10	1	-4	-2
Cc1noc(C)c1NC(=O)N(C)C[C@@H]1Oc2ccc(NC(=O)C3CCCCC3)cc2C(=O)N([C@@H](C)CO)C[C@H]1C	-0.7	-3	0	i	-14	-10	13	2	0
Cc1cc(C)cc(NS(=O)(=O)c2cccs2)c1	-0.5	-3	-1	i	3	7	7	-6	2
Nc1cccc2c1C(=O)N(C(=O)c1cccc(S(=O)(=O)N3CCCCCC3)c1)C2=O	2.2	-13	0	x	8	9	6	-6	-6
COc1ccc(CC(=O)NCCc2ccc3c(c2)OCO3)cc1OC	-0.6	-4	1	i	-4	12	-1	14	4
CC(=O)OC1COC(OC(C)=O)CO1 (centres undefined)	-0.1	1	0	i	1	-12	0	2	16
CCCC(c1nnnn1CCOC)N(Cc1cc2cc(C)c(C)cc2[nH]c1=O)CC1CCCO1 (centres undefined)	2.4	-16	-2	i	-9	-13	10	-13	-6
Cc1csc(NC(=O)CS(=O)(=O)c2ccccc2)n1	1.0	-15	2	i	-3	-13	5	-5	-2
O=C(NCc1cccnc1)C1CC2c3ccccc3C1c1ccccc12 (centres undefined)	-1.1	-16	4	i	-6	-5	-91	-22	3
Cc1ccccc1-c1nc(CS(=O)(=O)CC(=O)NCc2ccco2)c(C)o1	1.4	-2	1	i	-1	-2	4	9	0
COc1ccc(C(=O)COC(=O)CNC(=O)c2cccc(OC(F)F)c2)cc1	0.4	-4	-1	i	-3	-4	0	-16	-2
COc1ccccc1NS(=O)(=O)c1cc(NC(=O)c2cc3ccccc3oc2=O)ccc1C	-0.5	-3	-2	i	31	-4	4	-1	x
O=C(O)c1ccc(/C=C/c2nc3ccccc3c(=O)[nH]2)cc1	0.3	-2	0	i	-5	3	8	20	1
O=C(O/N=C1/CCSc2ccccc21)c1ccc(F)cc1	x	-4	4	i	24	-1	-4	8	3
CC1CCN(c2nncc3ccccc23)CC1	-1.1	-2	2	i	-6	-2	-11	-8	-6
COc1c(C(CC(C)C)OC(C)=O)ccc2c1C(=O)OCc1cc(C)cc(O)c1O2 (centres undefined)	-1.2	-4	3	i	20	3	4	10	-5
O=C(c1cc2nc(-c3ccco3)cc(C(F)(F)F)n2n1)N1CCN(c2ccc(F)cc2)CC1	2.0	0	3	i	26	-9	-8	-9	-1
COc1ccc(N2CC(C(=O)NCc3n[nH]c(=O)c4ccccc34)CC2=O)cc1 (centres undefined)	-1.0	-4	-3	i	-6	1	4	4	0
Cn1c(CNc2ccc(Cl)cc2)nnc1SCc1ccccc1	-0.1	-9	3	i	13	+	-9	11	-2
Cc1ccc(NC(=S)NCC(C)C)cc1	-1.6	-7	0	i	-9	0	0	0	1
COc1ccc(CCNC(=O)C(=O)NCc2ccccc2C)cc1OC	0.6	-2	4	i	-2	2	-11	-14	-1
COc1cc(/C=N/n2nnnc2N)ccc1OCC#N	3.3	-3	-3	i	-5	-8	-12	3	3
COc1ccc(Cl)cc1C(=O)O/N=C(\N)c1ccc(Cl)cc1	-1.1	-1	-4	i	15	-9	-7	4	-11
CCc1sc(C(=O)NNC(=O)CNC(=O)c2ccccc2F)cc1C	-0.2	-12	1	i	-4	-1	-10	-10	-4
C[C@H](CO)N1C[C@H](C)[C@@H](CN(C)Cc2ccc(Oc3ccccc3)cc2)Oc2cc(Br)ccc2S1(=O)=O	-0.2	-6	-1	i	18	1	-6	-2	-1
OCCN(CC#CCC(O)(c1ccccc1)C1CCCC1)CCO (centres undefined)	0.5	1	3	i	-3	-3	13	-2	0
C=CCN(C(=O)CCS(=O)(=O)c1cccc2nsnc12)c1ccccc1	1.5	-3	-1	i	1	0	12	15	-2
COc1ccc(Cn2c(=O)[nH]c3cc(C(=O)Nc4ccc(N5CCN(C)CC5)cc4)ccc32)cc1	0.7	-6	6	i	-11	15	-8	10	3
CCOC(=O)N1CCC(NC(=O)CCC(=O)N2CCOc3ccc(Cl)cc32)CC1	-1.0	-4	4	i	2	-1	-22	0	0
O=C(NCCc1c[nH]c2ccccc12)c1c(Cl)nc2sccn12	-0.1	-1	0	i	1	1	11	3	19
CC1=C(C(=O)N(C(C)C)C(C)C)CC(CC(=O)NCCCN(C)C)C(=O)N1Cc1ccc(F)cc1 (centres undefined)	-1.5	0	1	i	-5	-12	4	6	3
O=C(NN1CCN(Cc2ccccc2Cl)CC1)c1ccc(Cl)cc1	1.6	-3	-2	i	-8	1	0	2	0
CC(=O)Nc1ccc(S(=O)(=O)NC2CC(=O)N(c3ccc(C)cc3)C2)cc1 (centres undefined)	-0.1	-2	2	i	-8	-8	1	4	4
COCCCNC(=O)Nc1ccc2c(c1)N(C)C(=O)CS2	0.6	0	5	i	1	0	-2	-11	-3
CC(Oc1ccccc1)C(=O)NNS(=O)(=O)c1ccc([N+](=O)[O-])cc1 (centres undefined)	1.1	-3	0	i	9	-1	-10	0	0
CC(C)(C)NC(=O)C1Cc2ccccc2CN1C(=O)Nc1ccccc1Cl (centres undefined)	0.4	0	3	i	-6	1	7	-22	2
O=C(Nc1nnc([C@@H]2C[C@H](O)[C@@H](CO)O2)s1)c1c(F)cccc1F	0.5	-1	-3	i	-7	-17	-8	-3	-1
C#CCOCCOCCOCCNc1nc(N2CCOCC2)nc(N2CCN(C(=O)[C@H](Cc3cc4ccccc4[nH]3)n3cc([C@@H](N)C(C)CC)nn3)CC2)n1 (some centres undefined)	-0.2	-1	4	i	-7	11	9	10	4
Cc1ccccc1NC(=O)C1C2CCCC1C2c1ccccc1 (centres undefined)	0.2	-11	1	i	-3	-5	2	-24	8
COc1cc(C(=O)NCCC(=O)NCc2ccc3c(c2)OCO3)cc(OC)c1OC	0.3	-13	1	i	-5	9	-2	-39	1
CC1Sc2ccc(S(=O)(=O)N3CCN(c4cccc(Cl)c4)CC3)cc2NC1=O (centres undefined)	-1.1	0	2	i	18	2	18	15	7
O=C1CC(Sc2nnc(-c3ccccc3O)o2)C(=O)N1c1ccccc1 (centres undefined)	2.2	-4	-1	i	1	3	1	11	-1
CN(CC(=O)Nc1cccc(F)c1)C(=O)C1CC(=O)N(Cc2ccccc2)C1 (centres undefined)	-0.7	-2	1	i	-4	-3	-3	-2	-2
Cc1cc(C(=O)NCc2ccccc2Br)no1	0.3	0	2	i	-4	-6	9	7	1

# Further entries
Compound	MsrA inhibitor	bovine MsrA act	Rin1-Abl PPI inh	Neddylation inh	FAS TE block	eLon inh	NRP1-CendR mod	SKN-1 block	MT1-MMP act inh
O=C(/C=C/c1ccccc1)c1ccc2c(c1)OCO2	2.7	-12	0	i	7	4	-15	4	x
CCOCCCNC(=O)c1oc2ccc(S(=O)(=O)N3CCOCC3)cc2c1C	0.5	-4	2	i	-7	-1	13	7	0
CCN(CC)C(C(=O)Nc1ccc2c(c1)OCO2)c1ccccc1 (centres undefined)	0.0	-7	2	i	-9	-3	-13	7	5
O=C(CCCCCCCC(=O)c1ccccc1)c1ccccc1	-1.1	-7	-2	i	41	-10	-1	10	-3
Cc1ccc(-c2nc3cc(Cl)ccc3o2)cc1	-1.1	-3	2	i	3	-6	1	8	-8
